Assay outcomes deposited in PubChem by National Center for Advancing Translational Sciences (NCATS).
Pf Dd2 inh: Plasmodium falciparum Dd2 growth inhibition | Potency, µM (series often up to 28.9 µM), without a hit: at the highest dose activity, negative = inhibition, actives largely listed as inhibitors | 120,000 compounds, 4.3% hits | AID 1347417 | P. falciparum Dd2 growth, SYBR Green, 72 h; active = well fitted inhibition curve with a large enough effect; inconclusive = small, poorly fitted or top-dose-only effect; inactive = no such curve, though single readings can be large or run the other way;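 note: plate controls were DMSO vehicle for no effect and reference drug for full effect; nearly all actives have a fitted effect of over 65% in size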
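Infected erythrocytes (Dd2, 0.3% parasitemia, 2.5% hematocrit final) are added to compound in RPMI-1640/Albumax II medium, grown 72 h at 37C in low oxygen, then lysed with saponin/Triton-X containing SYBR Green and read by fluorescence.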
An asterisk follows results filed as active; i = inactive; ? = inconclusive; [ ] = dose if it differs, or a comment. Potency is the fitted concentration of half-maximal effect. Not all compounds are listed; the hit share may differ from the screen's.

SMILES | Pf Dd2 inh
COc1cccc(CNC(=O)c2cc(-c3ccncc3)cn2C)c1 | ?
CCOc1ccc(CCNC(=O)c2cnc3sc(N4CCCC4)nn3c2=O)cc1 | 6%
Cc1cccc(N2CCN(C(=O)C3CCN(S(=O)(=O)c4c(C)noc4/C=C/c4ccccc4F)CC3)CC2C)c1 (stereo not drawn) | -26%
O=C(c1cc(COc2ccc3c(c2)OCO3)[nH]n1)N1CCCC1c1ccccn1 (stereo not drawn) | -11%
CCN1CCN(CCNC(=O)C2CCCCC(=O)N2Cc2ccccc2)CC1 (stereo not drawn) | -3%
O=C(Nc1cccc(C(F)(F)F)c1)c1nc2c(o1)CCN(Cc1cnc[nH]1)CC2 | -17%[44.1 µM]
O=C(c1ccccc1)N1CCC2(CC(c3cccnc3)=NO2)C1 (stereo not drawn) | 10%
O=C(Nc1ccccc1OCc1cc(=O)n2ccccc2n1)Nc1ccccc1C(F)(F)F | ?
Cc1cc(Nc2ncncc2-c2nc(-c3ccccc3)no2)ccc1Cl | i
COC(=O)NC(C)C(=O)N1Cc2cnc(Cc3ccc(OC)cc3)nc2C1 (stereo not drawn) | -16%
CNC(=O)c1ccc2c(c1)n(Cc1ccc(OC)cc1)c(=O)c1ccnn12 | -20%
COc1cc(C(=O)Nc2ccc(OCc3cc(=O)n4ccc(C)cc4n3)cc2)cc(OC)c1OC | -18%
COCCCNC(=O)c1cc(-c2ccc(OC)cc2)nc2n[nH]c(-c3ccc(Cl)cc3)c12 | 10%
CCn1c(C)c(C)c2cc(C(=O)NCc3ccc(N(C)C)cc3)ccc21 | 61%[activator]
COc1ccc(C(=O)N2CCn3c(nnc3C3CCCNC3)C2)cc1 (stereo not drawn) | 25%
O=C1Nc2ccccc2CNC12CCN(Cc1c[nH]c3ccccc13)CC2 | -25%
CC(C)NC(=O)C[C@@H]1c2nc(NC(=O)c3c(F)cccc3F)sc2C[C@@H]2[C@](C)(CO)[C@H](O)CC[C@]21C | -8%
Cc1ccc(-n2nc(C)c3c(C(=O)NCc4ccc(F)cc4)cc(C)nc32)cc1 | -19%
Cc1nn(-c2ccccc2)c2c1N(CCCC(=O)NCc1ccc(Cl)cc1)C(=O)CS2 | 37%[activator]
CCC(=O)N(C1CCOCC1)C1CCN(S(=O)(=O)c2ccccc2F)CC1 | -30%
COC[C@H]1CCCN1C(=O)CC[C@@H]1CNC(=O)[C@@H]2C[C@H](NCc3ccc(N(C)C)cc3)CN12 | 24%
CC(C)CC(=O)Nc1nnc(S(=O)(=O)N2CCc3ccccc32)s1 | 7%
Cc1nn(-c2ccc(F)cc2)c(C)c1CN1CCCn2nc(CO)cc2C1 | 4%
Cc1ncc(-c2c(-c3ccccc3)ncn2CC(c2ccco2)N2CCCC2)[nH]1 (stereo not drawn) | -16%
CCc1ccccc1N(C)C(=O)c1cc2c(Cl)nc3ccc(C)cc3c2s1 | 95%[activator][5.79 µM]
Next entries follow.
SMILES | Pf Dd2 inh
O=C(NCCc1ccccc1)C1CC(c2ccccc2)CN(C(=O)c2ccccc2F)C1 (stereo not drawn) | -9%
COc1ccc(Cc2ncc3c(n2)CN(C(=O)c2ccc(Cl)c(C)c2)C3)cc1 | ?
Cc1ccsc1-c1[nH]nc2ncc(-c3ccnn3C)nc12 | ?
O=C1Nc2ccccc2CC12CCN2Cc1ccccn1 (stereo not drawn) | ?
CN(C)Cc1cc(-c2nccn2CC2(CO)CCCC2)ccc1O | -29%
COc1ccc(-c2nc3ccc(C(=O)NCc4ccc(C)cc4)cc3nc2-c2ccc(OC)cc2)cc1 | ?
Cn1cc(-c2cnc(Nc3ccc(F)c(Cl)c3)c3c2CCO3)cn1 | ?
CCOc1ccc(C2Cn3nnc(-c4nc(-c5ccccc5F)no4)c3CO2)cc1 (stereo not drawn) | i
O=C(CN1CCCc2nc(C3CC3)ncc2C1=O)NCCc1c[nH]c2ccccc12 | 10µM*
CC1CCN(S(=O)(=O)c2ccc3c(ccn3CC(=O)NCc3ccc(N(C)C)cc3)c2)CC1 | -17%
O=C(Nc1cccc(C(F)(F)F)c1)c1cnc2c(c1)N(C(=O)CCc1ccccc1)CCC2 | i
COCCNC(=O)[C@H]1C[C@H](Oc2ccccc2)CN1Cc1ccncc1 | 14%
Cc1c(NC(=O)c2ccc(OC(C)C)cc2)cccc1-c1nc2ncccc2o1 | ?
CC1(C)[C@H](Cc2cc(-c3ccccc3)on2)C[C@@H]1NCC1CC1 | 13µM*
Cc1ccc(CNC(=O)c2noc(-c3ccc(F)cc3)n2)cc1 | 88%[activator]
CCOc1ccc(CCNC(=O)CCc2cn(Cc3ccccc3F)c3ccccc23)cc1OCC | ?
O=C(Nc1nnc2n1CCS2)c1cc(C(F)(F)F)cc(C(F)(F)F)c1 | 37%[activator]
CC(C)CNC(=O)C1COC2(CCCCC2)N1C(=O)c1cccc([N+](=O)[O-])c1 (stereo not drawn) | ?
CCOC(=O)C(C)Sc1nc(-c2ccccc2)ccc1C#N (stereo not drawn) | -6%
O=C(NCCC1=CCCCC1)c1ccc2c(c1)N(Cc1ccccc1F)C(=O)c1ccccc1S2=O (stereo not drawn) | 13µM*
COCc1noc([C@@H]2CC(F)(F)CN2C(=O)Cc2ccccc2F)n1 | 7%
CCc1cccc(NC(=O)C2CCN(C(=O)c3cnn(-c4ccccc4)c3-n3cccc3)CC2)c1 | -4%
COc1ccc(C(=O)N[C@@H]2CCC[C@@H]2C(=O)NCCCc2ccccc2)cc1 | ?
COc1cc2c(cc1OCc1ccccc1)N(C(=O)c1cc3ccccc3n1C)CC21CCN(C)CC1 | ?
O=C1NC2(CCCN(Cc3ccccc3C(F)(F)F)C2)Oc2ccccc21 (stereo not drawn) | -4%
Following part.
SMILES | Pf Dd2 inh
Cc1ccc(-n2nc(C(=O)N3CCCCC3C)c(=O)n(C)c2=O)cc1 (stereo not drawn) | 50%[activator][5.79 µM]
CC(C)CN1CC(COc2cccc(C(F)(F)F)c2)Oc2ccnc(-c3ccc(OCC(=O)O)cc3)c2C1=O (stereo not drawn) | -15%
Cc1cn(C[C@H](NC(=O)c2cccc(F)c2)C(=O)O)c(=O)[nH]c1=O | ?
N#Cc1cccc(C(=O)NCc2nnc3ccc(-c4ccc(F)cc4)nn23)c1 | i
CCc1ccc(CN2C(=O)C3(CCOCC3)CC2c2nnnn2CCOC)cc1 (stereo not drawn) | 8%
O=C(N[C@H]1CCN2C(=O)c3cc(-c4cccc(C(F)(F)F)c4)ccc3NC(=O)[C@@H]2C1)c1ccncc1 | i
CCNC(=O)NC[C@H]1O[C@H](Cc2cc(-c3ccccc3)on2)CC[C@@H]1O | 1%[44.1 µM]
O=C(c1cc(F)cc(F)c1)N1C[C@@H](CO)[C@H](c2ccccn2)C1 | 3%
COc1ccc(S(=O)(=O)N2C[C@@H]3C[C@H](C2)c2ccc(NC(=O)c4ccncc4)c(=O)n2C3)cc1 | i
CCN(CC)CCNC(=O)c1ccc2c(c1)n(Cc1cccc(F)c1)c(=O)c1ccnn12 | ?
COCCn1c(=O)[nH]c2cccnc21 | -7%[44.1 µM]
CCN(CC)CCNCc1ccc(-c2ccccc2)o1 | 3.2µM*
CCOc1ccc(NC(=O)c2cc(S(=O)(=O)N3CCc4ccccc43)ccc2F)cc1 | -24%
COc1ccc2c(CNC3CCC(C)CC3)c(C(=O)O)n(Cc3ccccc3)c2c1 (stereo not drawn) | ?
COc1cccc(NCc2nnc(C(=O)N3CCC[C@@H]3c3cccc(F)c3)n2-c2ccccc2)c1 | i
CN(Cc1ccccc1)Cc1cn([C@H]2CO[C@H]3[C@@H]2OC[C@@H]3NC(=O)c2ccc(N(C)C)cc2)nn1 | -9%
Cc1cnc(C(=O)N2C[C@@H](COCC3CC3)[C@H](c3ccccn3)C2)cn1 | 9%
Cc1nn2c(C)c(C(=O)NCC(C)c3ccccc3)cnc2c1-c1ccccc1 (stereo not drawn) | i
COc1ccc(C2=NOC3(CCN(Cc4cc(C)on4)C3)C2)cc1 (stereo not drawn) | -13%[44.1 µM]
CCn1ccc2cc(S(=O)(=O)N3CCC(C(=O)NCCOC)CC3)ccc21 | 56%[activator]
O=C(NCCN1CCCC1)C1Cn2cccc2C(=O)N1Cc1ccccc1 (stereo not drawn) | i
CC[C@H](C)NC(=O)CCCc1nnc2n(CCC(C)C)c(=O)c3sccc3n12 | -27%
CC(=O)Nc1ccc(NS(=O)(=O)c2c(C(=O)N3CCCCCC3)c(C)n(C)c2C)cc1 | -9%
CC1(c2ccccc2)N(Cc2ccc(O)cc2)C(=O)OC12CCN(Cc1c[nH]c3ccccc13)CC2 (stereo not drawn) | ?
O=S(=O)(N[C@H]1CO[C@H]2[C@@H]1OC[C@@H]2n1cc(-c2ccccn2)nn1)c1cccs1 | i
The results go on.
SMILES | Pf Dd2 inh
CNC(=O)[C@@H](C1CC1)N1CCC[C@H]1C(=O)NC1CC1 | 28%[44.1 µM]
Cn1ccc2c(C(=O)NCC3CCC(=O)N3)nc(-c3ccccc3C#N)cc21 (stereo not drawn) | i
O=C(CSc1ncc(-c2ccc(Cl)cc2)[nH]1)Nc1ccccc1F | -18%
O=C(c1ccccc1F)N1CCC2(CC1)C(=NC1CCCC1)NC(=O)N2c1cccnc1 | 14%
Cc1ccc2c(c1)nc(SCC(O)c1ccc(Br)cc1)n2C (stereo not drawn) | ?
CCOC(=O)c1c(C)oc2nc(C)nc(NCCc3ccc(OCC)cc3)c12 | i[5.79 µM]
CCN(CC)CCCNC(=O)c1cn2ccnc(-c3ccccc3)c2n1 | i
CCc1nc(CN(C)Cc2cc3n(n2)CCN(C(=O)N(C)C)C3)no1 | -20%
Cc1sc2ccn(Cc3ccc(F)cc3)c(=O)c2c1C(=O)NC1CCCC1 | i
O=C(NCc1ccccc1)N1CCC[C@H](n2c(=O)n(CC3CC3)c3cccnc32)C1 | ?
CC(C)c1nn(C)c2c1C(c1cccc3c1OC(C)(C)C3)CC(=O)N2 (stereo not drawn) | i
O=C1CCN(Cc2ccccn2)CCCC(c2nc(-c3cccnc3)no2)CCN1 (stereo not drawn) | i
COCCCNC(=O)c1cnc2c(c1)N(C(=O)Cc1ccc(C(C)C)cc1)CCC2 | 10%[44.1 µM]
CN(C)c1ccc(C(=O)N2CCC(Cc3nc(-c4cnccn4)no3)CC2)cc1 | 0%
Cc1nc(CC(=O)NCc2cccnc2N2CCOCC2)cs1 | 6%
O=C(NCc1cccnc1)C1CCc2nnc(C3CCN(C(=O)c4ccccc4)CC3)n21 (stereo not drawn) | 14%
C[S+](=O)([O-])NCCn1ccc2cc(OC3CCN(C(=O)C4CCCC4)CC3)cnc21 | i
CCc1nnc(SCc2nc(-c3ccccc3F)oc2C)c2cc3sccc3n12 | 30%[activator][5.79 µM]
Cn1c(CCNC(=O)C[C@H]2NC(=O)c3ccccc3NC2=O)nc2ccccc21 | -22%
Cc1cnc(CC2CCN(C(=O)CCc3c[nH]c4ccccc34)C2)n1CC1CC1 (stereo not drawn) | i
COCCCNC(=O)c1cnc2n[nH]c(-c3ccccc3)c2n1 | ?
Cn1nc(-c2ccc3ccccc3c2)cc1[C@H]1CN2CC[C@H]1C[C@@H]2COC(=O)Nc1ccccc1 | -24%
COc1cc(OC)c(NC(=O)c2c(C)nn(-c3ccc(C)cc3)c2-n2cccc2)cc1Cl | i
Cc1cc(C)cc(Oc2c(C(F)(F)F)oc3c(CN4CCCC(C)C4)c(O)ccc3c2=O)c1 (stereo not drawn) | ?
N#Cc1cccc(-c2cn3c(n2)N(C(=O)c2cccs2)CCC3)c1 | ?
Later entries
SMILES | Pf Dd2 inh
CCOc1ccc(S(=O)(=O)N2Cc3ccccc3CC2C(=O)Nc2ccc(NC(C)=O)cc2)cc1 (stereo not drawn) | ?
O=C(c1nc2c(o1)CCN(Cc1ccccc1F)CC2)N1CCOCC1 | -19%[44.1 µM]
COc1ccc(CN2CCN3C(=O)N(Cc4ccc(C)cc4)C[C@H]3C2)cn1 | -19%[44.1 µM]
COc1ccccc1N1CCN([C@H]2[C@@H]3OC[C@@H](O3)[C@@H](NC(=O)Nc3cccc(C#N)c3)[C@@H]2O)CC1 | i
CCN(CC)C(=O)Cn1c(SCC(=O)Nc2ccc(C)c(C)c2)nc2ccccc21 | i
O=S(=O)(c1ccc2nc(Nc3ccc(Br)cc3F)ccc2c1)N1CCCCC1 | ?
COCC1CN(C2CCC2)CC12CCN(C(=O)NCc1ccc(F)cc1)CC2 (stereo not drawn) | ?
Cn1c(=O)n([C@H]2CCCN(C(=O)C3CCC3)C2)c2ncccc21 | -14%

In the list so far, these contain an NH in an aromatic ring.
SMILES | Pf Dd2 inh
O=C(c1cc(COc2ccc3c(c2)OCO3)[nH]n1)N1CCCC1c1ccccn1 (stereo not drawn) | -11%
O=C(Nc1cccc(C(F)(F)F)c1)c1nc2c(o1)CCN(Cc1cnc[nH]1)CC2 | -17%[44.1 µM]
COCCCNC(=O)c1cc(-c2ccc(OC)cc2)nc2n[nH]c(-c3ccc(Cl)cc3)c12 | 10%
O=C1Nc2ccccc2CNC12CCN(Cc1c[nH]c3ccccc13)CC2 | -25%
Cc1ncc(-c2c(-c3ccccc3)ncn2CC(c2ccco2)N2CCCC2)[nH]1 (stereo not drawn) | -16%
Cc1ccsc1-c1[nH]nc2ncc(-c3ccnn3C)nc12 | ?
O=C(CN1CCCc2nc(C3CC3)ncc2C1=O)NCCc1c[nH]c2ccccc12 | 10µM*
Cc1cn(C[C@H](NC(=O)c2cccc(F)c2)C(=O)O)c(=O)[nH]c1=O | ?
COCCn1c(=O)[nH]c2cccnc21 | -7%[44.1 µM]
CC1(c2ccccc2)N(Cc2ccc(O)cc2)C(=O)OC12CCN(Cc1c[nH]c3ccccc13)CC2 (stereo not drawn) | ?
O=C(CSc1ncc(-c2ccc(Cl)cc2)[nH]1)Nc1ccccc1F | -18%
Cc1cnc(CC2CCN(C(=O)CCc3c[nH]c4ccccc34)C2)n1CC1CC1 (stereo not drawn) | i
COCCCNC(=O)c1cnc2n[nH]c(-c3ccccc3)c2n1 | ?
